GSK3 alpha inh – human GSK-3 alpha kinase inhibition; hit rate 0.1% among 320,000; AID 2650; ADP-Glo luminescence, 60 min; inhibition, % at 10 µM; P49840;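 in the data active means inhibition above about 50%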;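 further: GST-tagged GSK-3 alpha with peptide substrate and 25 µM ATP; 0% = DMSO neutral wells and 100% = GW8510 positive control wells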
Target sequence (P49840 whole entry, looked up): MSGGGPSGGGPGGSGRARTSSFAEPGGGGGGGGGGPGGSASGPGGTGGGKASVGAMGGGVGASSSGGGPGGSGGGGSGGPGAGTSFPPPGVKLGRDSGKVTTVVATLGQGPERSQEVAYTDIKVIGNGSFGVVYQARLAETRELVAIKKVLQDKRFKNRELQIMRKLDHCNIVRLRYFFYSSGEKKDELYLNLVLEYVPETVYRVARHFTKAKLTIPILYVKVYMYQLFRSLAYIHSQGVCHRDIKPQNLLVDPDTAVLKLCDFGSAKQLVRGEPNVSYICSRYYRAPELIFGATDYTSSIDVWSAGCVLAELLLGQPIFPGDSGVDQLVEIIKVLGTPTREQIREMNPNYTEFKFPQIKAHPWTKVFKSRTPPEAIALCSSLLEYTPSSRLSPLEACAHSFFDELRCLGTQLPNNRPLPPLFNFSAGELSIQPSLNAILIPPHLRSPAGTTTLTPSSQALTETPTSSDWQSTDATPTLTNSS
HSP90 inh – HSP90 refolding inhibition in rabbit reticulocyte lysate; luciferase refolding luminescence, 3 h; inhibition, % at 5.6 µM; hit rate 0.91% among 290,000; AID 1789;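 active means inhibition above the screen-wide mean plus 3 SD, computed separately per campaign, cut at about 16% in these data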;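 further: 0% = DMSO wells and 100% = 60 µM geldanamycin wells; inhibitors lower the luminescence because luciferase stays unfolded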
KLF5 inhibitor – suppresses KLF5 promoter-driven expression; hit rate 0.23% among 290,000; DLD-1 KLF5 promoter-luciferase reporter, luminescence; inhibition, % at 5 µM;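 active means inhibition above a per-plate limit of that plate's mean compound inhibition plus 3 SD, cut at about 60% in these data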;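 further: 0% = DMSO wells and 100% = LY294002 at 200 µM; higher means less KLF5 promoter-driven luciferase light; inactives centre near -14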
HSF1 inhib – HSF1 inhibition; NIH3T3-HGL HSE-luciferase, MG132-induced, luminescence 8 h; stronger effect = lower value; activity change, negative = inhibition, % at 7.5 µM (by protocol); hit rate 0.77% among 300,000; AID 2098;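 active means more than half of replicate wells show activity change below -50%, luminescence cut by over half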;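 further: luciferase reports HSF-1 transcriptional activity via heat shock element; 0% = median of DMSO wells and -100% = zero luminescence signal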
HSF1 activator – increases HSF-1 driven luciferase reporter signal; AID 504408; NIH3T3-HGL HSF-1 luciferase reporter, MG132, 8 h; 100% = twice DMSO control signal; activation, % at 9 µM; hit rate 1.7% among 300,000;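 active means mean replicate activation of at least 50% with a set share of replicates each reaching 50%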;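 further: 0% = median of the neutral control wells and 100% = twice that signal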
IEC-6 tox – kills IEC-6 intestinal cells in KLF5 counter-screen | IEC-6 cytotoxicity, luminescence viability | inhibition, % at 5 µM | hit rate 0.78% among 290,000 | AID 1825; in the data active means inhibition above about 22%;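 further: 0% = plate median of test compound wells and 100% = cytotoxic reference compound wells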
aSyn 5UTR inh – 5' untranslated region of α-synuclein, MLPCN primary screen. alpha-synuclein 5'UTR reporter, inhibitor activity. inhibition, % (tested at 7.5 µM). hit rate 0.82% among 300,000. AID 1813; in the data active means inhibition above about 60%;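 further: H4 neuroglioblastoma cells stably carrying SNCA 5'UTR luciferase fusion; 0% = DMSO wells and 100% = positive control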
AI-2 QS modul – modulators of Vibrio harveyi AI-2 quorum sensing system; Vibrio harveyi JMH597 AI-2 luminescence/OD600 ratio, 9 h; stronger effect = lower value; strain lacks LuxN and CqsS sensors; 0 = neutral-control median; hit rate 0.4% among 300,000; activity change, % at 7.5 µM; in the data active means activity change below about -75%, passing the limit was not always enough;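 further: luminescence divided by OD600 gain over 9 h not by final OD600 alone; inactives centre near 13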
HIF act – HIF pathway transcriptional activation; hit rate 0.32% among 300,000; U2OS HRE-luciferase reporter, luminescence; normalized: DMSO 0%, desferrioxamine 100%; activation, % at 7.5 µM (by protocol); AID 1910;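 active means mean activation of at least 10% of the iron chelator positive control signal, with at least half of replicates also reaching 10%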
GSK3B inh – inhibitors of human GSK3beta kinase; hit rate 0.038% among 300,000; P49841; activity score (negative = inhibition), % at 10 µM; AID 2097; GST-GSK3beta kinase, ADP-Glo luminescence, 60 min; stronger effect = lower value;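 active means more than half of replicate wells score below -50%, meaning over 50% inhibition versus plate controls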;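 further: 0% = median DMSO wells and -100% = median GW8510 positive control wells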
Target sequence (P49841 whole entry, looked up): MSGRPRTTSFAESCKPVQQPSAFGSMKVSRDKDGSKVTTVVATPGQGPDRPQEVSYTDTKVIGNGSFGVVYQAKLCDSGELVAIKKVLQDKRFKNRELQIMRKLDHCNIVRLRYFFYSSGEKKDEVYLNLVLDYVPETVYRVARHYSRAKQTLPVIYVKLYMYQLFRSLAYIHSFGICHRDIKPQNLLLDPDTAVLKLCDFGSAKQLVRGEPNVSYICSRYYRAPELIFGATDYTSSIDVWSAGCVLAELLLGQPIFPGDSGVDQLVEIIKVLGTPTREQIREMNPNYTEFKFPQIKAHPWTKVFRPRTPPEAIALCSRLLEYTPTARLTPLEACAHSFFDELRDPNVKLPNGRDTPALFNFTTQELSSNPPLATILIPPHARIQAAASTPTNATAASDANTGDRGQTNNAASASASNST
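Assay system: GST-fused GSK3beta enzyme, cell-free / Medium: Tris pH 7.5 buffer with MgCl2, DTT, BSA, heparin / Also added: peptide substrate plus 25 µM ATP (final) / Compound: 10 µM single point / Timing: kinase reaction with compound 60 min at room temperature / Detection: ADP-Glo luminescence / Benchmarks: DMSO neutral wells and GW8510 at 20 µM as positive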
Starred values were filed as active, the others as inactive; / = not tested or not shown. Rows are unselected; overall some 4.7% were active at least once.

mol	GSK3 alpha inh	HSP90 inh	KLF5 inhibitor	HSF1 inhib	HSF1 activator	IEC-6 tox	aSyn 5UTR inh	AI-2 QS modul	HIF act	GSK3B inh
O=S(=O)(Nc1ccccc1)c1ccc(Oc2ncc(C(F)(F)F)cc2Cl)cc1	-1.0	2.8	-53.8	0.1	18.3	-4.9	-20.9	37.3	-0.1	-3.2
COc1cc(C(=O)N2CCCCCCC2)ccc1OC1CCN(C(C)=O)CC1	-1.5	-3.8	-46.5	7.8	4.8	-7.5	12.2	13.9	0.2	-0.4
COCc1cc(C)nc(SCC(=O)NCc2ccco2)c1C#N	2.5	2.2	-51.1	-6.9	0.5	-4.2	13.8	13.8	-0.1	7.4
COc1ccccc1CN(C)S(=O)(=O)c1cccs1	-2.3	-0.7	-30.3	13.3	46.3	1.5	-17.0	/	1.7	/
CC1CN(Cc2nc3c(c(=O)[nH]c(=O)n3C)n2CCCc2ccccc2)CC(C)O1 (stereo unspecified)	-0.3	0.8	9.2	4.2	5.8	-5.3	11.3	10.8	/	1.6
O=C(O)C1CCCCC1C(=O)NCCc1ccc(Cl)cc1 (stereo unspecified)	-4.0	0.3	-36.0	/	/	1.4	/	13.8	/	2.6
O=C(CN(C(=O)CNC(=O)c1cccs1)c1ccccc1)NC1CCCCC1	-0.1	0.8	3.0	-8.7	5.3	1.4	17.0	-11.0	-0.1	0.9
Cc1ccc(NC(=O)CN(C)C(=O)CNC(=O)c2ccc3c(c2)OCO3)cc1	-2.1	/	/	-3.3	-14.2	/	-4.5	36.4	0.8	-4.7
O=S(=O)(Nc1nc2ccccc2nc1NCC1CCCO1)c1cc(Cl)ccc1Cl (stereo unspecified)	-7.7	-4.6	-31.6	-6.6	7.7	-3.1	16.6	14.4	0.0	4.5
COC(=O)c1nc(N)sc1-c1ccc(Cl)c(Cl)c1	-4.3	-4.2	-22.1	4.5	-6.7	1.2	41.0	11.6	0.5	2.1

Some of the entries so far, as labelled records:
> COCc1cc(C)nc(SCC(=O)NCc2ccco2)c1C#N
  GSK3 alpha inh = 2.5	HSP90 inh = 2.2	KLF5 inhibitor = -51.1	HSF1 inhib = -6.9	HSF1 activator = 0.5	IEC-6 tox = -4.2	aSyn 5UTR inh = 13.8	AI-2 QS modul = 13.8	HIF act = -0.1	GSK3B inh = 7.4

> COc1ccccc1CN(C)S(=O)(=O)c1cccs1
  GSK3 alpha inh = -2.3	HSP90 inh = -0.7	KLF5 inhibitor = -30.3	HSF1 inhib = 13.3	HSF1 activator = 46.3	IEC-6 tox = 1.5	aSyn 5UTR inh = -17.0	AI-2 QS modul = /	HIF act = 1.7	GSK3B inh = /

Following part.
mol	GSK3 alpha inh	HSP90 inh	KLF5 inhibitor	HSF1 inhib	HSF1 activator	IEC-6 tox	aSyn 5UTR inh	AI-2 QS modul	HIF act	GSK3B inh
Cc1ccc(NC(=S)N(CCN2CCOCC2)Cc2cc3cc4c(cc3[nH]c2=O)OCCO4)cc1	0.2	0.2	-27.1	1.8	6.1	-3.0	10.8	7.1	0.0	0.1
C=CCc1cccc2cc(C(=O)N3CCN(c4ccccn4)CC3)c(=O)oc12	-0.4	-10.2	-38.6	-6.5	7.3	-2.3	-10.3	8.4	-0.1	1.7
CCOC(=O)c1ccc(NC(=O)NCc2cccnc2)cc1	-2.8	0.9	-34.9	-0.3	-4.1	4.6	13.1	12.7	-0.1	-23.0
O=c1c2c(nc(NCCO)n1CC1CCCCC1)-c1ccccc1CC21CCCC1	-8.5	-0.8	-14.1	5.1	-4.5	-4.2	8.2	7.7	-4.9	-1.2
COc1cc(OC)cc(C(=O)N[C@H](C(=O)OCC(=O)NC(=O)NC(C)(C)C)C(C)C)c1	-0.5	3.7	-14.7	-2.5	-9.3	4.3	3.8	20.0	-0.4	-1.5
CCc1sc(C(=O)Nc2cccc(C(C)=O)c2)cc1C	-0.3	2.4	-30.9	5.7	32.0	7.5	-77.4	13.0	1.8	-0.9
CCNC(=S)N1CCN(C(c2ccccc2)c2ccccc2)CC1	-2.3	-1.9	22.8	0.3	-6.4	5.0	24.8	24.1	0.3	4.7
CCOC(=O)c1c(C)nc(C)c2c(=O)oc3ccccc3c12	-3.9	-0.8	-28.1	14.7	22.1	-1.6	-15.9	21.3	0.7	-1.9
O=C(Nc1ccc(C(=O)N2CCOCC2)cc1)c1cc(-c2cccnc2)nc2ccc(Br)cc12	-3.4	-3.4	-20.2	-3.3	-0.5	1.5	-2.7	10.1	0.6	-1.4
CCN(CC)S(=O)(=O)c1ccc(-c2nnc(SCC(=O)c3ccc(OC)cc3)o2)cc1	2.7	-1.0	-2.3	-1.9	-8.5	-7.6	3.3	10.9	0.8	-2.1
O=C1CN(C(=O)c2ccccc2Br)C(c2ccc(F)cc2)c2cc(F)ccc2N1 (stereo unspecified)	-0.8	-1.3	8.2	4.7	9.9	-8.8	2.1	19.1	1.0	-0.3
CCOc1cccc(NC(=O)/C(C#N)=C\c2cccnc2)c1	-4.0	-1.3	0.5	0.3	26.5	1.5	-38.0	10.9	-0.3	-2.7
O=C(CCC1CCCCC1)NCCS(=O)(=O)N1CCN(c2ccc(F)cc2)CC1	-1.1	/	/	-1.0	-0.7	/	21.7	-4.2	-0.6	-3.5
CCn1ccnc1CN1CCc2c([nH]c3ccccc23)C1CC(C)C (stereo unspecified)	-1.0	1.9	11.2	1.8	23.3	1.9	7.2	20.2	-0.5	0.1
COc1ccc(C(=O)C[n+]2ccc(N)c(C)c2C)cc1	-0.1	-1.0	-7.2	-9.1	-2.5	2.9	-7.5	34.6	0.1	-1.7
COc1ccc(/C=C2\SC(=S)N(CCC(=O)N3CCCCC3)C2=O)cc1	-0.7	0.8	-8.7	1.0	2.3	-5.3	25.7	21.0	-0.5	2.6
COc1ccc(S(=O)(=O)NCc2ccc(C(=O)N(C)Cc3ccco3)cc2)cc1	-2.7	0.4	-6.7	-7.5	-8.4	6.3	-17.8	15.9	0.2	1.5
COc1ccc(C2c3c(C)nn(-c4ccccc4)c3NC(=O)N2c2ccccc2)cc1 (stereo unspecified)	-1.4	-4.0	-5.8	5.7	7.4	-1.6	-9.0	12.3	0.0	0.8
CCOC(=O)C1=C(CS(=O)(=O)c2ccccc2)NC(=O)NC1c1ccc(OC)c(OC)c1 (stereo unspecified)	-1.2	2.3	7.3	-2.7	-10.9	-5.3	-0.2	23.0	-0.2	-3.3
COc1ccc(C(=O)Nc2cccc(OC(=O)c3ccco3)c2)cc1	0.0	5.4	-85.5	8.0	23.4	0.6	-112.6	7.0	1.3	1.7
Cc1cc([N+](=O)[O-])ccc1NCc1cccc([N+](=O)[O-])c1	-1.4	4.5	-17.8	2.5	28.5	8.3	40.8	-0.5	-0.4	0.4
CSCC[C@H](NC(=O)N1CCn2c1nc1ccccc12)C(=O)NC1CC1	5.7	8.5	-29.8	-47.8	-56.5	4.5	1.4	-3.9	-0.3	2.2
COc1cccc(N2CC(C(=O)Nc3nnc(SCCC4OCCO4)s3)CC2=O)c1 (stereo unspecified)	0.2	3.6	-8.7	-35.1	-45.3	3.8	6.6	19.4	-0.1	2.7
Cc1ccccc1CNC(=O)C1CCC(=O)N(C2CC2)C1 (stereo unspecified)	-0.7	-2.6	-54.9	0.2	-0.1	-9.8	-15.4	24.3	0.0	1.5
COc1cc(NC(=O)Nc2ccccc2OC)c(OC)cc1NC(=O)CN1CCCCC1	/	0.9	3.1	-1.9	5.1	0.3	-0.6	9.5	0.2	3.3
O=C(Cc1ccccc1)NN1C(=O)C2C3C=CC(C3)[C@@H]2C1=O (stereo partly specified)	-3.2	-1.4	-4.3	-9.6	-25.7	1.3	1.7	13.7	0.3	-4.7
COC(=O)[C@H](CC(C)C)NC(=O)Nc1ccc(S(N)(=O)=O)cc1	0.3	4.5	6.7	-1.6	-17.3	6.3	-2.7	-4.8	-1.0	0.6
CC(OC(=O)c1nc(Cl)ccc1Cl)C(=O)Nc1ccc2c(c1)OCCO2 (stereo unspecified)	-0.5	/	/	-0.8	-5.3	/	-10.1	24.0	0.0	-3.6
N#C/C(=C\c1cn[nH]c1-c1ccccc1)C(=O)NC1CCCCCC1	1.1	1.5	-16.6	-8.5	-2.9	10.7	43.1	16.5	-1.1	-1.3
CN(C)C(=O)CN1C(=O)NC2(CCc3ccccc32)C1=O (stereo unspecified)	1.2	-0.9	-62.3	-0.5	20.3	1.1	-10.4	-0.3	0.6	-0.1
COc1cc(NC(=O)c2cc(-c3ccccc3Cl)on2)cc(OC)c1OC	-3.4	1.6	23.5	-3.3	9.3	54.6*	-75.8	21.9	-0.6	0.6
Cc1ccc(Cl)cc1NC(=S)N(CCN(C)C)Cc1cccs1	-2.1	2.2	-13.9	4.2	9.1	-3.9	-1.5	12.0	0.7	-2.4
CC1(C)Cc2ccccc2-c2n[nH]c(=S)n21	2.7	3.8	-8.4	-44.4	-57.1	5.7	12.2	15.1	0.5	1.0
COc1ccccc1C(=O)NCCC(=O)N(C)Cc1cccs1	-4.4	/	/	-5.0	4.6	/	-1.5	25.6	1.0	-1.3
COC/C=C/C1=CC2=CC(=O)C(C)(OC(=O)c3cnc4ccccc4n3)C(=O)C2=CN1CCN1CCOCC1 (stereo unspecified)	3.5	/	/	-9.6	-34.4	/	8.2	10.8	-1.4	3.1
Cc1onc(-c2ccccc2)c1NC(=O)N(CCC#N)Cc1cccs1	-0.6	-0.7	-17.9	-0.2	-10.2	-2.8	14.5	7.4	-0.1	2.0
O=C(Nc1nc2c(Cl)cccc2s1)C1CC1	0.4	-5.4	-19.1	6.0	-5.2	-14.5	-51.9	20.0	2.2	-3.2
O=C(OCc1ccc([N+](=O)[O-])cc1)c1ccccn1	-3.6	-1.4	-13.9	4.2	30.7	0.0	-0.2	-3.4	0.0	0.2
COc1ccc(OC)c(-c2csc(N(CC3CCCO3)C(=O)Cc3ccccc3)n2)c1 (stereo unspecified)	2.0	0.5	2.7	-2.1	4.5	-5.7	42.4	21.1	0.2	-1.5
CS(=O)(=O)N(Cc1ccc(C(=O)NN=C2CCCCCC2)cc1)c1ccccc1	-1.5	-4.2	-25.0	-2.3	0.5	-3.6	8.9	13.7	0.3	0.7
CCOc1ccc(N2CC(C(=O)Nc3nnc(C4CCCCC4)s3)CC2=O)cc1 (stereo unspecified)	-0.3	-4.8	0.3	-8.6	-16.5	-4.9	7.4	5.3	0.0	-4.4
Cc1ccc2c(C)c(C(=O)N(Cc3ccc(F)cc3)C3CCS(=O)(=O)C3)oc2c1 (stereo unspecified)	-15.0	-2.1	3.1	0.7	18.3	-6.7	16.7	-23.7	-0.4	2.8
COc1ccccc1CNC(=O)C(=O)NCC1OCCN1S(=O)(=O)c1ccc2c(c1)OCCO2 (stereo unspecified)	-3.6	-3.6	4.3	4.2	-1.1	-0.4	-4.0	35.9	-0.3	-1.0
O=C(Nc1ccccc1N1CCOCC1)c1cc2c(s1)CCCCC2	-3.8	1.1	-28.9	17.1	22.3	-2.4	-53.3	18.1	3.5	0.3
Cc1cc(CSc2ccccc2)ccc1NC(=O)c1ccc(CN2CCOCC2)cc1	-7.4	-3.4	-26.1	-3.7	1.1	-2.8	2.8	54.5	3.5	2.3

Screening results: PubChem BioAssay, several laboratories
